# Compound activity (PubChem BioAssay)
# Rv3671c protease – inhibits the M. tuberculosis serine protease Rv3671c. inhibition, % at 5.96 µM. P9WHR9. hit rate 0.048% among 320,000; in the data active means inhibition above about 38%;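 further: extracellular domain of Rv3671c used as enzyme; 0% = enzyme with DMSO and 100% = no enzyme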
# PriA SSB inh – inhibitors of Klebsiella pneumoniae PriA binding to SSB C-terminal tail; AlphaScreen SSBct-PriA binding, biotinylated peptide; inhibition, % at 33 µM; hit rate 0.6% among 430,000; AID 1272365; in the data active means inhibition mostly above about 37%, no sharp cut-off; inactive means mostly below about 20%;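 further: plate controls were negative control peptide for no effect and reference peptide for full effect; strong numbers were not always called active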
# BoNT-A LC inh2 – blocks Botulinum neurotoxin A light chain protease; multiplex microsphere protease substrate cleavage, flow cytometry; AID 588499; hit rate 0.17% among 360,000; inhibition, % at 10 µM; further: plate controls were buffer without enzyme for full effect and enzyme alone for no effect
# CCHF vOTU inh – blocks the CCHF virus ovarian tumor domain protease. hit rate 0.55% among 370,000. AID 651958. CCHFV vOTU protease, Pep-AMC fluorescence. inhibition, % at 11.5 µM; in the data active means inhibition above about 30%; further: 0% = vehicle wells with enzyme and 100% = no enzyme wells
# PrPC TRFRET – inhibitors of human cell surface prion protein PrPC. P04156. TR-FRET read-out. inhibition, % at 13.8 µM. hit rate 0.43% among 370,000; in the data active means inhibition above about 24%; further: 0% = median of the test wells and 100% = reference compound wells
# BoNT F protease – blocks Botulinum neurotoxin F light chain protease; hit rate 0.22% among 360,000; inhibition, % at 10 µM; AID 588497; Multiplex microsphere protease cleavage assay, flow cytometry; in the data active means inhibition above about 35%, passing the limit was not always enough; inconclusive means no clear call, values can overlap the other calls; further: plate controls were buffer without enzyme for full effect and enzyme alone for no effect
# 3CLpro inhibitor – SARS-CoV 3CLpro protease inhibition; P0C6X7; inhibition, % at 6 µM; recombinant SARS-CoV 3CLpro, quenched FRET peptide cleavage; hit rate 0.14% among 290,000; in the data active means inhibition above about 12%
# VHR inh abs – blocks human VHR1 dual specificity phosphatase; hit rate 0.52% among 290,000; P51452; inhibition, % at 13.3 µM; recombinant VHR phosphatase, pNPP absorbance; in the data active means inhibition above about 50%; further: some compounds called inactive have numbers as strong as hits
# MazF activator – increases E. coli MazEF RNase cleavage of RNA | P0AE70 | FAM/BHQ RNA-DNA oligo cleavage fluorescence, 5 h | activation, % at 20 µM | hit rate 0.32% among 350,000 | AID 504720; in the data active means activation above about 50%
# Target sequence (P0AE70 whole entry, looked up): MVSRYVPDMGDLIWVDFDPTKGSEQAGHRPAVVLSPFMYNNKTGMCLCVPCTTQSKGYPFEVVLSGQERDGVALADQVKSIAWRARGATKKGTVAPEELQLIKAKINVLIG
# Anthrax LF prot – anthrax lethal factor protease inhibition; inhibition, % at 10 µM; hit rate 0.12% among 360,000; P15917; multiplex microsphere protease cleavage assay, LF; AID 588501; further: plate controls were buffer without enzyme for full effect and enzyme alone for no effect
# Target sequence (P15917 whole entry, looked up): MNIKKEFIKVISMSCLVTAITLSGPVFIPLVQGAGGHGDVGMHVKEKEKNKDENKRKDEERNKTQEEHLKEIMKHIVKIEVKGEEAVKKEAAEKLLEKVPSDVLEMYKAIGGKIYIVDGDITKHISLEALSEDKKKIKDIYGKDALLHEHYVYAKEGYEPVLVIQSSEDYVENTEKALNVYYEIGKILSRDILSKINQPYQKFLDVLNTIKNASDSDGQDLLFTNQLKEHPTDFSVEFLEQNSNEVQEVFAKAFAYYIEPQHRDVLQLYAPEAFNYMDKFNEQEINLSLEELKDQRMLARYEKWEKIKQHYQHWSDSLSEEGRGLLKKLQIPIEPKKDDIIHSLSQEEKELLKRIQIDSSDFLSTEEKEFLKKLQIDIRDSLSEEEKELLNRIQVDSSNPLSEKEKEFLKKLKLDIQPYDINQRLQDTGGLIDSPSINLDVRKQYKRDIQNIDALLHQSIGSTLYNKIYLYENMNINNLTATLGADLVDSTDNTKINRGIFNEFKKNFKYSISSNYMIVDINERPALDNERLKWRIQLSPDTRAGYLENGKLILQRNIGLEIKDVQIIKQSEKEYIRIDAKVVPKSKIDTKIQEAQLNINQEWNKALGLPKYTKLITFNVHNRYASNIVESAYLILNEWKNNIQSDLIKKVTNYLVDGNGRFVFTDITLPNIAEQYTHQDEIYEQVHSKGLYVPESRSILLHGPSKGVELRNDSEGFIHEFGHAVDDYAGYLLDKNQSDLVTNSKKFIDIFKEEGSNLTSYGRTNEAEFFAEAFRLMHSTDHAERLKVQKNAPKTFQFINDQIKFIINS
# An asterisk follows results filed as active; ? = inconclusive; . = not tested or not shown. Unless noted, no stated cut-off is given here; in the data, active means inhibition above about 30%; inconclusive means no clear call, values can overlap the other calls; inactive means below that. Some of the compounds tested (hit frequency here may not be typical).
# Sequence of screens: Rv3671c protease, PriA SSB inh, BoNT-A LC inh2, CCHF vOTU inh, PrPC TRFRET, BoNT F protease, 3CLpro inhibitor, VHR inh abs, MazF activator, Anthrax LF prot
(1) COC(=O)c1cc(C(=O)OC)cc(N2C(=O)CC(N3CCN(c4ccccc4)CC3)C2=O)c1 (centres undefined)
 : ., 6, -0.2, 5, 7, -4, 8, -8, 11, 0
(2) COc1ccc(/C=C2\C(=O)NCC(=O)N2C)cc1
 : 0, -8, 4.6, -11, 1, 88*, -1, 18, -21, 34*
(3) CSc1ncc(Cl)c(C(=O)Nc2ccccc2C)n1
 : 14, 4, 0.7, 3, -6, -12, 0, -6, 7, 30*
(4) Cc1cc(C(=O)NNC(C)Cc2ccccc2)no1 (centres undefined)
 : ., ., -0.4, 8, -4, -2, ., ., 0, -3
(5) O=C(N/N=C/c1ccc(OC(=O)c2ccc3c(c2)OCO3)cc1)c1cncc(Br)c1
 : -12, ., 1.0, 4, 1, 2, -2, 51*, -53, -1
(6) CC(=O)c1ccc(-c2cnc3c(NC=O)cc(-c4ccc(N5CCN(C)CC5)cc4)cn23)cc1
 : ., ., 3.0, -17, -22, -47, ., ., ., -13
(7) C/C(=N/NC(=O)c1ccc(Br)o1)C(C)C
 : 13, ., 1.2, 10, 1, 0, -1, 30, 11, -5
(8) O=C(CN1C(=O)/C(=C2\SC(=S)N(CCS(=O)(=O)O)C2=O)c2ccccc21)Nc1cccc(Br)c1
 : -2, -13, 0.2, 12, 0, 7, 10, ., -28, -3
(9) Cn1cc(CNC(=O)C2CCC(=O)N(Cc3ccc(Cl)cc3)C2)cn1 (centres undefined)
 : -3, 6, 0.1, 14, 5, 1, 2, 8, 5, 0
(10) CC1=CC2=NC(=O)CC(C)(C(=O)N(CC(=O)NC3CCCC3)c3ccccc3F)N2C=C1 (centres undefined)
 : -1, -2, 1.7, -26, -2, 23, 4, -6, 12, 3
(11) CC(C)(C)OC(=O)C[C@H]1C/C=C\C[C@@H](CC(=O)NCCO)C(=O)NC[C@H](c2ccccc2)OC1=O
 : -3, 4, -0.2, -1, -1, -2, ., ., -1, -2
(12) C=CCOc1ccccc1CNCCc1ccc(S(N)(=O)=O)cc1
 : 11, -12, -0.6, 26, -18, -5, 0, -8, 6, -5
(13) Cc1ccccc1N(CC(=O)NC1CCCCC1)C(=O)CCC(=O)Nc1nccs1
 : -5, -3, -3.6, 5, -8, 6, -1, 20, 14, -11
(14) CC(=O)c1ccc(N(C(=O)Cc2c[nH]c3ccccc23)C(C(=O)NC2CCCCC2)c2cccs2)cc1 (centres undefined)
 : -20, 9, 0.8, 4, -1, -1, -5, 24, 1, -2
(15) COC1CCN(C(=O)C2CCC(=O)N(CCc3cccc(F)c3)C2)CC1 (centres undefined)
 : 5, -12, 0.1, 0, 2, -7, -2, 6, 6, -4
(16) O=C(NCc1ccco1)C(c1ccccc1F)N(CC1CCCO1)C(=O)Cn1nnc2ccccc21 (centres undefined)
 : -6, -15, -0.2, 2, -2, -2, 6, 11, 5, -1
(17) Cc1nc2ccccc2c(=O)n1-c1ccccc1C(F)(F)F
 : 12, -11, -0.3, 2, -5, -4, 0, -8, 5, -3
(18) CCOc1ccc(OCCCCN(C)C)cc1
 : -7, -17, -0.2, 1, -4, -1, -5, 19, 4, 2
(19) CC1(C)CNC(=O)c2sc(NC(=O)c3ccccc3Cl)nc2C1
 : 6, -3, 0.3, -7, 3, -2, -1, 18, -3, -2
(20) O=C(C1CC(c2cccc(Br)c2)=NO1)N1CCc2ccccc2C1 (centres undefined)
 : -4, -24, ?, 0, -11, ?, -4, 13, 0, ?
(21) CCOc1ccc(NS(=O)(=O)c2cc(NC(=O)c3ccc(C)cc3)ccc2Cl)cc1
 : -252, -7, -0.3, 11, 15, -6, 9, 4, 1, -1
(22) COc1ccc(NC(=O)Cn2cnc3sc(C)c(S(=O)(=O)N4CCOCC4)c3c2=O)cc1Cl
 : -5, -13, 1.6, 3, 2, 6, -3, 26, 8, -1
(23) O=C(NCC(=O)N1CCCCCCC1)c1ccco1
 : 0, -5, -1.7, -6, 3, -4, ., ., -4, -10
(24) O=C(CN(Cc1ccco1)C(=O)c1cc(=O)[nH]c2ccccc12)Nc1ccccc1C(F)(F)F
 : -2, -5, 0.1, 5, 4, 0, 2, -4, -2, -4
(25) CCC(C)(C)NC(=O)CN(C(=O)C(=O)Nc1ccc2c(c1)OCCO2)N1CCOCC1
 : -3, -3, -0.7, 0, 1, -2, 3, 26, -13, -1
(26) N#C/C(=C\C=C\c1ccccc1)C(=O)NCc1ccco1
 : -29, 2, -1.0, -7, 3, -10, -1, 22, -2, -8
(27) O=C(NCCc1ccccc1)C1CCCN1C(=O)Nc1cccc(Cl)c1 (centres undefined)
 : -1, -27, 0.8, 7, 10, ?, 2, -3, 4, -4
(28) Cc1ccc2c(c1)C(c1ccncc1)=NNC(c1cccnc1)=N2
 : -2, -8, -0.4, -3, -7, -3, 5, 26, 7, -5
(29) Cc1ccc(C(=O)c2cc([N+](=O)[O-])ccc2N2CCN(C)CC2)cc1
 : 0, 3, -0.6, 9, -17, -1, -5, 23, 9, 0
(30) Cc1ccc(C(=O)OCc2cc(=O)n3ccsc3n2)s1
 : -1, 2, -0.4, -3, 9, -7, ., ., -8, -8

# 2 records drawn at random from those above:
# Sequence of screens: Rv3671c protease, PriA SSB inh, BoNT-A LC inh2, CCHF vOTU inh, PrPC TRFRET, BoNT F protease, 3CLpro inhibitor, VHR inh abs, MazF activator, Anthrax LF prot
(30) Cc1ccc(C(=O)OCc2cc(=O)n3ccsc3n2)s1
 : -1, 2, -0.4, -3, 9, -7, ., ., -8, -8
(19) CC1(C)CNC(=O)c2sc(NC(=O)c3ccccc3Cl)nc2C1
 : 6, -3, 0.3, -7, 3, -2, -1, 18, -3, -2

# Carrying on.
# Sequence of screens: Rv3671c protease, PriA SSB inh, BoNT-A LC inh2, CCHF vOTU inh, PrPC TRFRET, BoNT F protease, 3CLpro inhibitor, VHR inh abs, MazF activator, Anthrax LF prot
(31) CC/C=C(/NC(C)=O)c1ccccc1
 : 0, 13, -0.3, -9, 1, -2, ., ., 1, -7
(32) CC(=O)c1ccc(Oc2cc(-c3ccccc3)nc(-c3ccccc3)n2)cc1
 : 0, -37, -0.3, 10, 6, -3, -2, 5, -5, 0
(33) CC(NC(=O)C(C)N1CCN(S(=O)(=O)c2ccccc2)CC1)c1ccccc1 (centres undefined)
 : -1, -4, 1.6, -6, 6, 6, ., ., -5, 7
(34) COc1ccc(CNC(=O)c2n[nH]c3ccccc23)cc1OC
 : 5, 1, -0.3, -5, 7, -1, 1, 33, 4, -1
(35) Cc1[nH]cnc1CSCc1ccc(Cl)cc1
 : 7, -2, -0.8, 2, -2, -6, 2, -5, 11, -1
(36) CC1Cc2ccccc2N1CC(=O)NC(=O)NCc1ccco1 (centres undefined)
 : -3, 5, 16, 6, -2, -10, -3, 6, 1, 11
(37) O=C(NCC1OCCc2ccccc21)C1COc2ccccc2O1 (centres undefined)
 : 2, -11, -0.7, ., ., -6, -1, 5, 2, 0
(38) Cc1cc(C)cc(OCC(=O)Nc2ccc(N3CCCC3)cc2)c1
 : -1, 22, -0.2, ., ., -125, 0, 17, 1, -27
(39) CSc1ncccc1C(=O)Nc1cccc(C)n1
 : 1, 4, 0.7, 16, 1, -5, -2, 2, -2, -3
(40) CON(c1nc(N(C)C)nc(N(C)C)n1)S(=O)(=O)c1ccccc1Cl
 : -4, -12, -0.7, -8, 5, -6, 5, 20, 4, -4
(41) CCOC(=O)C(=O)Nc1nnc(SCc2ccc(F)cc2)s1
 : -1, -14, 0.1, -8, -2, -3, -5, 5, 6, 0
(42) O=C(CCC(=O)NC1CCCCC1)NCc1ccc(F)cc1
 : 0, -8, -1.1, -11, -9, 4, 0, 22, 6, 16
(43) COCCN1C(=O)C(O)=C(C(C)=O)C1c1ccc(OC)c(OC)c1 (centres undefined)
 : -23, -6, 0.5, 10, -4, 3, 0, 18, -8, -4
(44) COCC(=O)N1CCC(Oc2ccc(C(=O)N(C)Cc3nccs3)cc2)CC1
 : 4, 3, -1.3, 3, 1, 0, -2, 26, -1, -4
(45) CN(Cc1cn(C)nc1-c1ccc(Oc2ccccc2)cc1)CC1COCCO1 (centres undefined)
 : 0, -9, -0.7, -3, -8, -1, 0, 22, -2, -11

# Copied from the list:
# For Anthrax LF prot, compound 24 shows -4
# For 3CLpro inhibitor, compound 13 shows -1
# For MazF activator, compound 31 shows 1
# For PriA SSB inh, compound 8 shows -13
# For Anthrax LF prot, compound 4 shows -3

# Compounds listed so far with a CF3 group:
# Sequence of screens: Rv3671c protease, PriA SSB inh, BoNT-A LC inh2, CCHF vOTU inh, PrPC TRFRET, BoNT F protease, 3CLpro inhibitor, VHR inh abs, MazF activator, Anthrax LF prot
(17) Cc1nc2ccccc2c(=O)n1-c1ccccc1C(F)(F)F
 : 12, -11, -0.3, 2, -5, -4, 0, -8, 5, -3
(24) O=C(CN(Cc1ccco1)C(=O)c1cc(=O)[nH]c2ccccc12)Nc1ccccc1C(F)(F)F
 : -2, -5, 0.1, 5, 4, 0, 2, -4, -2, -4

# The listing continues.
# Sequence of screens: Rv3671c protease, PriA SSB inh, BoNT-A LC inh2, CCHF vOTU inh, PrPC TRFRET, BoNT F protease, 3CLpro inhibitor, VHR inh abs, MazF activator, Anthrax LF prot
(46) CC(C)CC1NC(=O)N(CC(=O)N(C)C2CCCCC2)C1=O (centres undefined)
 : 2, -1, 0.5, 3, 8, 2, ., ., 10, -10
(47) CS(=O)(=O)N(CC(=O)NCCSCc1c(F)cccc1Cl)c1cccc([N+](=O)[O-])c1
 : 1, 7, 0.0, -1, -1, -2, 4, 17, 3, -3
(48) O=C(c1ccc(F)cc1)C1CCN(C(=S)Nc2ccccc2Cl)CC1
 : -6, -5, -0.3, 12, 1, 0, 2, 4, 5, -6
(49) Cc1ccc(C(C)C)c(OCc2nn(CC(=O)c3ccc(OC(F)F)cc3)c3[n+]2CCCCC3)c1
 : 5, 1, 2.8, ., ., 14, 3, 5, 4, -7

# Excerpt: compounds 41–46
# Sequence of screens: Rv3671c protease, PriA SSB inh, BoNT-A LC inh2, CCHF vOTU inh, PrPC TRFRET, BoNT F protease, 3CLpro inhibitor, VHR inh abs, MazF activator, Anthrax LF prot
(41) CCOC(=O)C(=O)Nc1nnc(SCc2ccc(F)cc2)s1
 : -1, -14, 0.1, -8, -2, -3, -5, 5, 6, 0
(42) O=C(CCC(=O)NC1CCCCC1)NCc1ccc(F)cc1
 : 0, -8, -1.1, -11, -9, 4, 0, 22, 6, 16
(43) COCCN1C(=O)C(O)=C(C(C)=O)C1c1ccc(OC)c(OC)c1 (centres undefined)
 : -23, -6, 0.5, 10, -4, 3, 0, 18, -8, -4
(44) COCC(=O)N1CCC(Oc2ccc(C(=O)N(C)Cc3nccs3)cc2)CC1
 : 4, 3, -1.3, 3, 1, 0, -2, 26, -1, -4
(45) CN(Cc1cn(C)nc1-c1ccc(Oc2ccccc2)cc1)CC1COCCO1 (centres undefined)
 : 0, -9, -0.7, -3, -8, -1, 0, 22, -2, -11
(46) CC(C)CC1NC(=O)N(CC(=O)N(C)C2CCCCC2)C1=O (centres undefined)
 : 2, -1, 0.5, 3, 8, 2, ., ., 10, -10
